High-throughput results deposited in PubChem BioAssay by several laboratories.
Yeast superoxide: lowers age-related superoxide in aged yeast cells; 330,000 compounds, 0.18% hits; superoxide response (% of plate mean), % at 10 µM; S. cerevisiae aged cells, superoxide DHE fluorescence; hits give low values;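 active means superoxide response under a set limit, about three screen SD below normal, cut at about 65% in these data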;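 further: yeast aged for seven days with compound at 30 °C before DHE staining; 100% = average MFI of all compound-treated wells on the plate with controls excluded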
Efflux pump mplx: inhibitors of Candida antifungal efflux pumps expressed in yeast | S. cerevisiae Candida pump triplex, Nile Red efflux | inhibition, % at 10 µM | 330,000 compounds, 0.44% hits | AID 485275;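 active means plate passing quality check with inhibition over a set limit, or well fluorescence over plate mean plus 4 SD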;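 further: Nile Red retained in pooled yeast measured as flow cytometry median fluorescence; 0% = buffer negative control and 100% = Enniatin B positive control; higher means more Nile Red kept so more efflux inhibition; some compounds called inactive have numbers as strong as hits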
CIT2-GFP yeast: yeast TOR pathway CIT2-GFP modulation; S. cerevisiae CIT2-GFP strain, flow cytometry, 3 h; 100 means same as DMSO wells; GFP response vs DMSO, % at 10 µM; 320,000 compounds, 0.065% hits;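 active means GFP response relative to DMSO above a set limit, near the screen mean plus 3 SD, cut at about 150% in these data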;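 further: ratio of well median GFP fluorescence to mean of DMSO wells on the plate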
AGP1-GFP MLPCN: modulators of TOR pathway AGP1-GFP in S. cerevisiae | S. cerevisiae AGP1-GFP multiplex flow cytometry, 3 h; GFP as percent of DMSO wells | GFP response vs DMSO, % at 10 µM | 320,000 compounds, 0.02% hits | AID 2066;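 active means GFP response relative to DMSO above a set limit, near screen average plus 3 SD, cut at about 150% in these data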;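 further: median GFP channel fluorescence of the gated AGP1 strain per well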
LAP4-GFP MLPCN: yeast TOR pathway LAP4-GFP modulation; S. cerevisiae LAP4-GFP multiplex, flow cytometry GFP, 3 h; median GFP as percent of DMSO wells; GFP response vs DMSO, % at 10 µM; 320,000 compounds, 0.34% hits; AID 2023;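 active means GFP response vs DMSO above a set limit, about the screen mean plus 3 SD, cut at about 150% in these data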
RPL19A-GFP yeast: alters RPL19A-GFP fluorescence in TOR pathway yeast screen; S. cerevisiae RPL19A-GFP strain, flow cytometry, 3 h; hits give low values; percent response vs DMSO, % at 10 µM; AID 2025; 330,000 compounds, 0.3% hits;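 active means percent response vs DMSO below 50%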;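 further: median channel GFP fluorescence of the barcoded RPL19A-GFP strain; ratio of sample median GFP to plate DMSO average so 100% = DMSO; lower means less RPL19A-GFP as with rapamycin TOR inhibition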
MEP2 TOR yeast: modulators of TOR pathway MEP2-GFP in S. cerevisiae | AID 2016 | S. cerevisiae MEP2-GFP strain, flow cytometry GFP, 3 h; 100% = DMSO control level | 330,000 compounds, 0.51% hits | GFP response vs DMSO, % at 10 µM;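 active means GFP response versus DMSO above a set limit, roughly screen mean plus 3 SD, cut at about 180% in these data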;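 further: median GFP fluorescence of the barcode-gated MEP2-GFP cells per well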
AHR activator: human AHR activation | 320,000 compounds, 2.5% hits | activation, % at 5 µM | P35869 | AHR-responsive luciferase reporter cells, luminescence; in the data active means activation above about 47%;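 further: 0% = vehicle wells and 100% = reference agonist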
Target sequence (P35869 whole entry, looked up): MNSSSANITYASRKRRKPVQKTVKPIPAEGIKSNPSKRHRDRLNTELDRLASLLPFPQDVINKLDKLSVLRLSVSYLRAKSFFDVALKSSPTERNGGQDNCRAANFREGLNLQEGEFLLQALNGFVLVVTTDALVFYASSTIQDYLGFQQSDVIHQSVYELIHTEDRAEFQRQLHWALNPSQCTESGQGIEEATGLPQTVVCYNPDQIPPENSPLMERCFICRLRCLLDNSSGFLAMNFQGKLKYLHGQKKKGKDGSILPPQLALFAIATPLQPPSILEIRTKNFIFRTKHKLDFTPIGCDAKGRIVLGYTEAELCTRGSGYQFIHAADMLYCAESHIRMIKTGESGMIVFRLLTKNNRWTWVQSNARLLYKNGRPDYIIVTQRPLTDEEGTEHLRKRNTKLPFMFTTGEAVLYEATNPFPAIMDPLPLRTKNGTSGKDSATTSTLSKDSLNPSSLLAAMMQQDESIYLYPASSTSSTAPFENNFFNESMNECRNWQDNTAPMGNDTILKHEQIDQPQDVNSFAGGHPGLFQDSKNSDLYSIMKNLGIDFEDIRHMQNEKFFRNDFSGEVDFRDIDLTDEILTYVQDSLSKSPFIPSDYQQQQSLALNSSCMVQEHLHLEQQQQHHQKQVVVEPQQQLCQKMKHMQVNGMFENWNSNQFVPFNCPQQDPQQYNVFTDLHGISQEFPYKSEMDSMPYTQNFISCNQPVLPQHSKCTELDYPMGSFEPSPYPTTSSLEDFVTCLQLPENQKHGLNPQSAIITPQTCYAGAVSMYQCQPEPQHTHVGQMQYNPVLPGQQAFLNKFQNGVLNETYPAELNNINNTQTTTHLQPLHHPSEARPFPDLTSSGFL
* hit, by the source's call.

cpd	Structure	Yeast superoxide	Efflux pump mplx	CIT2-GFP yeast	AGP1-GFP MLPCN
1	CSc1cccc(NC(=O)CN(C)S(=O)(=O)c2ccccc2)c1	91	-0.1	102	105
2	Cn1c(=O)n(Cc2ccccc2)c(=O)c2c1nc1n2CCN1Cc1ccco1	76	-0.1	79	97
3	OCCOCCNc1ncnc2c1c(-c1ccccc1)cn2-c1ccccc1	92	0.1	92	94
4	CCN(CC)CCN(C(=O)c1ccccc1OC)c1nc2ccc(F)cc2s1	99	0.0	98	98
5	C/C(CC(=O)Nc1ccccc1Cl)=N\NC(=O)C(=O)NCCO	100	-0.2	104	94
6	COc1ccc(CCNC(=O)c2[nH]c(C)c(C(C)=O)c2C)cc1	106	0.0	101	98
7	C1=C(c2sc3ccccc3c2-c2ccc(OCCN3CCOCC3)cc2)CCCC1	92	-0.1	81	90
8	Cc1ncc([N+](=O)[O-])n1Cc1cccc2ccccc12	96	0.0	108	107

cpd	LAP4-GFP MLPCN	RPL19A-GFP yeast	MEP2 TOR yeast	AHR activator
1	111	105	107	7
2	94	103	103	5
3	97	95	92	3
4	104	99	102	8
5	94	98	114	9
6	101	95	101	14
7	126	90	93	5
8	98	104	105	4

Later entries.
cpd	Structure	Yeast superoxide	Efflux pump mplx	CIT2-GFP yeast	AGP1-GFP MLPCN
9	Cc1[nH][nH]c(=O)c1C=NCc1cccc(C(F)(F)F)c1	83	0.1	100	96
10	COc1ccc(OC(=O)c2cn(C)nc2C(F)(F)F)cc1	108	0.2	81	90
11	Brc1ccc(/C=N/Nc2ccccc2)cc1	110	-0.2	106	99
12	O=C(CC(C(=O)O)c1c(F)cccc1Cl)c1ccc(Cl)cc1 (configuration not stated)	81	0.6	93	93
13	Oc1cccc(CN2CCCCC2)c1	97	-0.1	111	109
14	COc1ccc(CNC2CCSc3ccccc32)cc1OC (configuration not stated)	87	-0.1	118	112
15	O=C(NCCO)c1ccc2[nH]c3c(c2c1)CCCC3	97	-0.1	102	105
16	Cc1ccc(S(=O)(=O)N(CC(=O)Nc2ccc(C(N)=O)cc2)C(=O)N2CCN(C)CC2)cc1	65*	-0.3	108	107

cpd	LAP4-GFP MLPCN	RPL19A-GFP yeast	MEP2 TOR yeast	AHR activator
9	83	105	100	-1
10	95	93	92	5
11	95	103	108	25
12	97	102	105	7
13	97	104	101	1
14	119	95	124	9
15	99	99	108	4
16	105	103	103	-1

The listing continues:
cpd	Structure	Yeast superoxide	Efflux pump mplx	CIT2-GFP yeast	AGP1-GFP MLPCN
17	CN1CCN(c2nc(-c3ccc(Br)cc3)nnc2-c2ccccc2)CC1	100	0.0	111	93
18	O=C(C1CCC(=O)N(C2CCCC2)C1)N1CCN(c2ccc(Cl)cc2)CC1 (configuration not stated)	99	0.4	95	99
19	Cc1ccc2c(c1)C1CN(C)CCC1N2S(=O)(=O)c1ccc(C(C)C)cc1 (configuration not stated)	111	0.1	95	104
20	c1cc(CN2CCCCC2)cc(OCCCNc2nc3ccccc3s2)c1	97	-0.1	101	89
21	CCOc1cc(/C=C/C(=O)O)ccc1OCc1ccccc1	101	-0.3	93	103
22	Cc1ccc(NC(=O)CSc2nc(=O)n(CCCN(C)C)c3c2CCC3)c(C)c1	99	0.2	96	103
23	CC1CCN(C(=O)Cn2c(=O)oc3ccccc32)CC1	101	0.0	109	98
24	O=c1c2c3nc4ccccc4nc3n(CC3CCCO3)c2ncn1CCc1ccccc1 (configuration not stated)	91	0.1	105	103

cpd	LAP4-GFP MLPCN	RPL19A-GFP yeast	MEP2 TOR yeast	AHR activator
17	88	94	98	132*
18	91	101	97	2
19	100	96	99	2
20	105	100	97	2
21	112	100	108	-2
22	103	100	93	-3
23	99	97	104	-5
24	93	107	112	-2

More compounds follow.
cpd	Structure	Yeast superoxide	Efflux pump mplx	CIT2-GFP yeast	AGP1-GFP MLPCN
25	CCOc1cccc2sc(N(CCN(C)C)C(=O)c3cc4ccccc4cc3OC)nc12	113	0.1	89	91
26	O=C(Nc1ccnn1C1CCN(Cc2cccc(O)c2)CC1)C1CCCC1	101	0.1	102	109
27	Cc1ccc(NC(=O)CN2C(=O)NC3(CCc4ccccc43)C2=O)cc1 (configuration not stated)	86	-0.1	85	95
28	COc1ccc(OC)c(NC(=O)c2cccc3c2C(=O)N(C2CCCCC2)C3)c1	129	0.0	111	17
29	C/C(N)=C(/C#N)C(=O)COC(=O)CC12CC3CC(CC(C3)C1)C2	106	0.2	84	92
30	O=C(CN1CCN(c2ccccc2O)CC1)Nc1cc(S(=O)(=O)N2CCCC2)ccc1Cl	79	-0.3	97	96
31	Cc1ccc(-c2nc(C(=O)NCC3CCCO3)cc3c2[nH]c2ccccc23)cc1 (configuration not stated)	86	0.1	98	100
32	O=C(COc1ccc(/C=N/NS(=O)(=O)c2ccccc2)cc1)Nc1ccccc1	92	0.1	101	106

cpd	LAP4-GFP MLPCN	RPL19A-GFP yeast	MEP2 TOR yeast	AHR activator
25	91	92	93	1
26	118	105	108	-2
27	107	96	101	1
28	87	29*	161	14
29	98	91	89	-5
30	89	95	93	1
31	116	98	105	1
32	109	105	108	1

Next section.
cpd	Structure	Yeast superoxide	Efflux pump mplx	CIT2-GFP yeast	AGP1-GFP MLPCN
33	COc1ccc(CCNC(=O)CN(C)S(=O)(=O)c2ccc(OC)cc2)cc1	105	0.0	100	91
34	COc1cccc(NC(=O)CSc2ccc(-c3ccco3)nn2)c1	103	0.0	104	95
35	CCOC(=O)c1[nH]c2cc3c(cc2c1NC(=O)CN1CC(C)CC(C)C1)OCO3 (configuration not stated)	104	0.0	98	104
36	Cc1ccnc(NC(=O)CCC(=O)N(CC(=O)NCc2ccccc2)Cc2ccco2)c1	104	0.1	99	97
37	O=C1C(Cl)=C(N2CCN(Cc3ccccc3)CC2)C(=O)N1c1ccccc1	108	0.2	94	96
38	Nc1nonc1-n1nnc(C(=O)N/N=C/c2ccc3c(c2)OCO3)c1CSc1ccccc1	98	0.0	98	92
39	COc1ccc2[nH]c(C(=O)O)c(CCN3C(=O)c4cccc([N+](=O)[O-])c4C3=O)c2c1	122	0.1	92	32
40	CCn1cc(C(=O)NCc2ccccc2F)c(=O)c2ccc(C)nc21	113	-0.1	103	95

cpd	LAP4-GFP MLPCN	RPL19A-GFP yeast	MEP2 TOR yeast	AHR activator
33	77	93	92	-1
34	99	104	115	2
35	104	100	108	56*
36	99	100	101	4
37	90	94	98	1
38	88	97	99	4
39	97	64	151	0
40	96	99	105	1

Next structures follow:
cpd	Structure	Yeast superoxide	Efflux pump mplx	CIT2-GFP yeast	AGP1-GFP MLPCN
41	O=C(COC(=O)c1ccc(Cl)c(S(=O)(=O)N2CCN(c3ccc(F)cc3)CC2)c1)Nc1cccc(Cl)c1	97	-0.5	103	96
42	O=C(CCCCC(=O)Nc1c(I)cc(I)c(C(=O)O)c1I)Nc1c(I)cc(I)c(C(=O)O)c1I	86	-0.1	104	102
43	Cc1ccccc1-c1n[nH]c(=S)n1Cc1ccccc1	109	-0.1	105	100
44	c1cnc(N2CCN(c3cnccn3)CC2)nc1	89	0.1	103	102
45	O=C(c1ccccc1)N1CCN(C(=O)c2ccccc2)C1c1ccccc1	104	-0.3	92	94
46	COC(=O)c1cc(C#N)c(N2CC(C)OC(C)C2)nc1C (configuration not stated)	92	-0.1	103	107
47	COc1ccc(C2CC(=O)c3cnc(Nc4cc(C)cc(C)c4)nc3C2)cc1 (configuration not stated)	85	0.2	92	98
48	CC(C)Oc1ccc(S(=O)(=O)N2CCOCC2)cc1NC(=O)Cc1ccsc1	77	-0.2	104	100

cpd	LAP4-GFP MLPCN	RPL19A-GFP yeast	MEP2 TOR yeast	AHR activator
41	80	98	85	4
42	118	110	106	1
43	98	102	102	3
44	101	98	103	8
45	96	96	93	-2
46	95	101	95	-1
47	111	93	98	5
48	98	98	102	6

Continuation.
cpd	Structure	Yeast superoxide	Efflux pump mplx	CIT2-GFP yeast	AGP1-GFP MLPCN
49	O=S(=O)(/C=C/c1ccccc1)NC1CCCCCCC1	108	0.2	95	102
50	CCN(c1ccc(NS(=O)(=O)c2cc(Cl)ccc2Cl)cc1)C(C)C	94	-0.3	108	109
51	Cc1ccc(N(CC(=O)NC(C)C)C(=O)CCC(=O)Nc2nccs2)c(C)c1	85	0.0	104	101
52	COc1ccc2nc(NCCNC(=S)NCCCN3CCOCC3)c(C#N)cc2c1	109	0.0	87	101
53	COc1ccc(CCNC(=O)CSc2nnnn2Cc2ccc3c(c2)OCO3)cc1OC	108	0.5	91	93
54	O=c1c(Cl)c(N/N=C/c2ccc(Cl)cc2)cnn1-c1ccccc1	107	-0.1	106	100
55	COC(=O)Cc1[nH]nc2c1C(c1cccc(OC)c1OC)C(C#N)=C(N)O2 (configuration not stated)	110	-0.1	92	100
56	COCCNC(=O)CCSCc1ccccc1F	96	0.0	75	84

cpd	LAP4-GFP MLPCN	RPL19A-GFP yeast	MEP2 TOR yeast	AHR activator
49	106	101	105	0
50	106	110	114	3
51	91	104	104	4
52	116	82	99	8
53	94	100	105	5
54	100	105	104	50*
55	96	103	97	6
56	93	111	108	0

Continuation:
cpd	Structure	Yeast superoxide	Efflux pump mplx	CIT2-GFP yeast	AGP1-GFP MLPCN
57	O=C(NCc1ccccn1)C(C(=O)c1cccc([N+](=O)[O-])c1)n1cc(Cl)ccc1=O (configuration not stated)	97	0.1	97	95
58	COc1ccc(CC(=O)NNC(=O)COc2ccc(C)cc2)cc1S(=O)(=O)N1CCOCC1	98	0.0	87	93
59	O=C(COC(=O)c1ccc(Cl)nc1)Nc1cc(S(=O)(=O)N2CCCCC2)ccc1Cl	94	0.1	97	105
60	Cc1cnc(C(=O)Nc2nnc(SCc3c(Cl)cccc3Cl)s2)cn1	99	-0.4	89	119
61	C(=N\n1cnnc1)/c1cccc(Oc2ccccc2)c1	101	0.1	94	92
62	COCCN1CC(CNC(=O)c2cc(COc3ccc(C)c(C)c3)on2)CC1=O (configuration not stated)	98	0.1	98	101
63	O=C(NC1CCN(Cc2ccccc2)CC1)c1cccc(OC(F)F)c1	81	0.0	94	93
64	COc1cccc(OCC(=O)NNC(=O)C(=O)Nc2ccc(OC)cc2OC)c1	102	-0.5	95	92
65	S=C(Nc1ccc(Cl)cc1Cl)N1CCN(c2ccccn2)CC1	99	0.0	113	106

cpd	LAP4-GFP MLPCN	RPL19A-GFP yeast	MEP2 TOR yeast	AHR activator
57	93	97	99	2
58	90	91	99	1
59	105	101	98	1
60	104	100	100	2
61	86	95	91	8
62	94	102	98	-1
63	80	102	94	11
64	90	100	90	19
65	86	106	102	12

Grouped by structure: the entries above containing an NH in an aromatic ring
cpd	Structure	Yeast superoxide	Efflux pump mplx	CIT2-GFP yeast	AGP1-GFP MLPCN
6	COc1ccc(CCNC(=O)c2[nH]c(C)c(C(C)=O)c2C)cc1	106	0.0	101	98
9	Cc1[nH][nH]c(=O)c1C=NCc1cccc(C(F)(F)F)c1	83	0.1	100	96
15	O=C(NCCO)c1ccc2[nH]c3c(c2c1)CCCC3	97	-0.1	102	105
31	Cc1ccc(-c2nc(C(=O)NCC3CCCO3)cc3c2[nH]c2ccccc23)cc1 (configuration not stated)	86	0.1	98	100
35	CCOC(=O)c1[nH]c2cc3c(cc2c1NC(=O)CN1CC(C)CC(C)C1)OCO3 (configuration not stated)	104	0.0	98	104
39	COc1ccc2[nH]c(C(=O)O)c(CCN3C(=O)c4cccc([N+](=O)[O-])c4C3=O)c2c1	122	0.1	92	32
43	Cc1ccccc1-c1n[nH]c(=S)n1Cc1ccccc1	109	-0.1	105	100
55	COC(=O)Cc1[nH]nc2c1C(c1cccc(OC)c1OC)C(C#N)=C(N)O2 (configuration not stated)	110	-0.1	92	100

cpd	LAP4-GFP MLPCN	RPL19A-GFP yeast	MEP2 TOR yeast	AHR activator
6	101	95	101	14
9	83	105	100	-1
15	99	99	108	4
31	116	98	105	1
35	104	100	108	56*
39	97	64	151	0
43	98	102	102	3
55	96	103	97	6
